Source: PubChem BioAssay
TDP1 cell CPT – growth inhibition of DT40 Tdp1-/-;hTDP1 cells with camptothecin (screen for TDP1 inhibitors); chicken DT40 Tdp1-/-;hTDP1 cells + 20 nM CPT, ATP luminescence, 48 h; Potency, µM (top dose mostly 46.2 µM), for inactives: top-dose activity change, negative = growth inhibition, hits mostly inhibitors; 12% of 420,000 active; also: nearly all actives have a fitted effect of over 55% in size
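Cell growth measured by CellTiter-Glo luminescence after a minimum 48 h, 37 C compound exposure with 20 nM CPT in Tdp1-knockout DT40 cells stably expressing hTDP1, seeded 400/well; qHTS titration format.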
DT40 TDP1 no CPT – qHTS for Inhibitors of human tyrosyl-DNA phosphodiesterase 1 (TDP1): qHTS in cells in absence of CPT | DT40 Tdp1-/- hTDP1 cells, no CPT, ATP luminescence, 48 h | 15% of 420,000 active | Potency, µM (highest dose often 46.2 µM), for inactives: at the top dose activity change, negative = growth inhibition, actives largely listed as inhibitors; also: nearly all actives have a fitted effect of over 55% in size
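Compound effects on proliferation are scored in DT40 Tdp1-/-;hTDP1 cells in the absence of CPT. ATP levels (CellTiter-Glo luminescence) are recorded after a ≥48 hr, 37 °C incubation.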
TDP1 inh – inhibitors of human tyrosyl-DNA phosphodiesterase TDP1 | Potency, µM (highest dose often 130 µM), for the others: top-dose activity change, negative = inhibition, hits mostly inhibitors | Q9NUW8 | recombinant TDP1, AlphaScreen DNA substrate cleavage | 0.28% of 350,000 active; also: nearly all actives have a fitted effect of over 40% in size
Target sequence (Q9NUW8 whole entry, looked up): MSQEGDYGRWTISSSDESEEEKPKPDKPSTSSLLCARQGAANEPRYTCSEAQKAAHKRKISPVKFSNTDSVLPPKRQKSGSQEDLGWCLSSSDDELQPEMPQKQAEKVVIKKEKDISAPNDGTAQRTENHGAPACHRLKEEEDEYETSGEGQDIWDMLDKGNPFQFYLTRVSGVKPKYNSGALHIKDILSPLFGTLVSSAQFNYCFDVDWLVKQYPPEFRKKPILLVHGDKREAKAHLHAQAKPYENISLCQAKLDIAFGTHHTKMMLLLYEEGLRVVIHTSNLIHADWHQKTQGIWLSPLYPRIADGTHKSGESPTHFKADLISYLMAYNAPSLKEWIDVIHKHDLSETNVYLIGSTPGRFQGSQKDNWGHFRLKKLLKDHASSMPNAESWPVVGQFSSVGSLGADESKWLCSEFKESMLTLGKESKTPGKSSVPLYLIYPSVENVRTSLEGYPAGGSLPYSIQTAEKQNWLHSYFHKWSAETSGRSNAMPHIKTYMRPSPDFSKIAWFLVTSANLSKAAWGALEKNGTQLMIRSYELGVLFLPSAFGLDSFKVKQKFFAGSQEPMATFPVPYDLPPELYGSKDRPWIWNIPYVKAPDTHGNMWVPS
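AlphaScreen read-out: signal falls as enzyme removes the 3' tyrosine-FITC from a 5'-biotinylated DNA oligo (15 nM, 5 min, RT). Enzyme was E. coli-made recombinant Tdp1 at 1 nM, exposed to compound for 15 min beforehand; beads 10 ug/ml, 10 min.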
* hit, by the source's call; [ ] = dose if it differs, or a comment. Calls follow the shape of the dose curve; as a rule, active = well fitted curve in the direction sought with a large enough effect; inconclusive = small, poorly fitted or top-dose-only effect, or another doubt; inactive = no such curve, though single readings can be large; an effect the other way counts as inactive or inconclusive. % is scaled to controls: 0 for no effect and ±100 for the full control effect; potency is read from the fitted curve at half-maximal effect. Rows are unselected; about 18% have a hit in one of these screens.

The first 4 entries, ahead of the listing:
Results for Cc1onc(-c2ccccc2)c1C(=O)N/N=C/c1ccc([N+](=O)[O-])c(O)c1 ?
TDP1 cell CPT: 0.1%; DT40 TDP1 no CPT: -18.0%; TDP1 inh: 6.9%

How did CCn1c(O)c2ccc(C(=O)N=NC(=O)c3ccccc3)cc2c1O do in these assays?
TDP1 cell CPT: 6.0%; DT40 TDP1 no CPT: -0.2%; TDP1 inh: 5.2%

What do the screens show for `CCC(=O)NC1=C(Nc2ccc(N)cc2)C(=O)c2ccccc2C1=O`?
TDP1 cell CPT: inconclusive; DT40 TDP1 no CPT: 8.2µM*

How did O=C(Nc1ccccc1)c1cc(-n2cnnc2)ccc1Cl do in these assays?
TDP1 cell CPT: -11.5%; DT40 TDP1 no CPT: 16.3%; TDP1 inh: -1.0%

This part in full, from the first entry:
Results for Cc1onc(-c2ccccc2)c1C(=O)N/N=C/c1ccc([N+](=O)[O-])c(O)c1 ?
TDP1 cell CPT: 0.1%; DT40 TDP1 no CPT: -18.0%; TDP1 inh: 6.9%

How did CCn1c(O)c2ccc(C(=O)N=NC(=O)c3ccccc3)cc2c1O do in these assays?
TDP1 cell CPT: 6.0%; DT40 TDP1 no CPT: -0.2%; TDP1 inh: 5.2%

What do the screens show for `CCC(=O)NC1=C(Nc2ccc(N)cc2)C(=O)c2ccccc2C1=O`?
TDP1 cell CPT: inconclusive; DT40 TDP1 no CPT: 8.2µM*

How did O=C(Nc1ccccc1)c1cc(-n2cnnc2)ccc1Cl do in these assays?
TDP1 cell CPT: -11.5%; DT40 TDP1 no CPT: 16.3%; TDP1 inh: -1.0%

Results for COC(C[C@H](O)C[C@@H](O)[C@H](C)OCc1ccccc1)OC ?
TDP1 cell CPT: 3.9%; DT40 TDP1 no CPT: 6.5%; TDP1 inh: 1.2%

What do the screens show for `O=C(CN1C(=O)S/C(=C\c2ccc(F)cc2)C1=O)NC1C=CS(=O)(=O)C1` (stereo not given)?
TDP1 cell CPT: -20.8%; DT40 TDP1 no CPT: 4.2%; TDP1 inh: -0.5%

How did COc1ccc2sc(-c3ccccc3OC)c(-c3ccc(OCCN(C)C)cc3)c2c1 do in these assays?
TDP1 cell CPT: 16.4µM*; DT40 TDP1 no CPT: 20.6µM*; TDP1 inh: 5.0%[56.1 µM]

How did O=C(NCCc1nnc2n1CCN(Cc1c(F)cccc1F)CC2)c1ccco1 do in these assays?
TDP1 cell CPT: -2.8%; DT40 TDP1 no CPT: -11.1%

What do the screens show for `O=C(COc1ccccc1)Nc1ccc(S(=O)(=O)NCc2ccco2)cc1`?
TDP1 cell CPT: inconclusive; DT40 TDP1 no CPT: inconclusive; TDP1 inh: 0.9%

Results for CCC(Sc1nc2c(c(=O)n1CC)SC(C)C2)C(=O)OC (stereo not given) ?
TDP1 cell CPT: -19.7%; DT40 TDP1 no CPT: -6.0%; TDP1 inh: 4.3%

What do the screens show for `CC(C)C1=CC2=CC[C@@H]3[C@](C)(CCC[C@@]3(C)C(=O)O)[C@H]2CC1`?
TDP1 cell CPT: -7.7%; DT40 TDP1 no CPT: -5.3%; TDP1 inh: 4.3%

What do the screens show for `O=C(OCc1nnc(-c2ccc([N+](=O)[O-])cc2)o1)C1CC(=O)N(CCc2ccccc2)C1` (stereo not given)?
TDP1 cell CPT: -9.7%; DT40 TDP1 no CPT: -18.6%; TDP1 inh: -0.9%

Results for C=C(C)[C@@H]1CC=C(CO)CC1 ?
TDP1 cell CPT: 6.9%; DT40 TDP1 no CPT: -8.3%

Results for CNC(=O)OC(C)CNS(=O)(=O)c1ccc(C)cc1 (stereo not given) ?
TDP1 cell CPT: -6.1%; DT40 TDP1 no CPT: -3.9%; TDP1 inh: 1.1%

What do the screens show for `CCCn1nc(NC(=O)c2cccs2)c2cc3cc(OC)ccc3nc21`?
TDP1 cell CPT: 13µM*; DT40 TDP1 no CPT: 11.6µM*

What do the screens show for `Cc1cccc(NC(=O)CC(C)(C)C)c1`?
TDP1 cell CPT: 2.5%; DT40 TDP1 no CPT: -3.5%; TDP1 inh: 0.0%

What do the screens show for `CCOC(=O)[C@]12CCCC=C1N(Cc1ccc3c(c1)OCO3)C(=O)[C@H](CC(=O)NCCCCc1ccccc1)C2`?
TDP1 cell CPT: inconclusive; DT40 TDP1 no CPT: 20.6µM*

What do the screens show for `COCC(=O)Nc1cc(C(=O)N2CCN(c3ccccc3)CC2C)c2c(c1)nc(-c1ccncc1)n2C` (stereo not given)?
TDP1 cell CPT: -6.2%[9.04 µM]; DT40 TDP1 no CPT: -15.2%

Results for CC(C)=CCn1c2ccc(NC(=O)NCc3ccc(F)cc3)cc2c(=O)n1C ?
TDP1 cell CPT: 2.06µM*; DT40 TDP1 no CPT: 1.64µM*

Results for CCOc1cccc2sc(N(Cc3cccnc3)C(C)=O)nc12 ?
TDP1 cell CPT: inconclusive; DT40 TDP1 no CPT: inconclusive; TDP1 inh: 7.8%

Results for COc1ccc(CCNC(=O)CNS(=O)(=O)c2ccc(Cl)cc2)cc1 ?
TDP1 cell CPT: -4.8%; DT40 TDP1 no CPT: inconclusive

How did COc1ccc(CCNC(=O)C(C)OC(=O)c2ccco2)cc1OC (stereo not given) do in these assays?
TDP1 cell CPT: -12.1%; DT40 TDP1 no CPT: -5.8%; TDP1 inh: 1.0%

Results for O=C(CN1C(=O)CC(c2ccccc2)=Nc2ccccc21)NCc1ccccc1 ?
TDP1 cell CPT: -1.4%; DT40 TDP1 no CPT: 0.1%; TDP1 inh: 3.7%

What do the screens show for `Cc1ccc(OCC(=O)N(Cc2ccc(N(C)C)cc2)CC2CCCO2)cc1C` (stereo not given)?
TDP1 cell CPT: 14.6µM*; DT40 TDP1 no CPT: 14.6µM*; TDP1 inh: 9.3%

Results for O=[N+]([O-])c1ccc2[nH]c(O)c(N=Nc3ccc(F)cc3)c2c1 ?
TDP1 cell CPT: -22.8%; DT40 TDP1 no CPT: 8.3%

Results for C=CCNC(=O)C1CC(=O)N(c2ccc(OCC(=O)Nc3ccc(OC)cc3)cc2)C1 (stereo not given) ?
TDP1 cell CPT: -0.9%; DT40 TDP1 no CPT: 12.6%; TDP1 inh: -2.3%

Results for CCCOC(=O)c1ccc(NC(=O)CCOc2ccccc2)cc1 ?
TDP1 cell CPT: -28.7%; DT40 TDP1 no CPT: inconclusive; TDP1 inh: -1.1%

Results for Cc1cc(-c2ccccc2)c(C#N)c(=S)[nH]1 ?
TDP1 cell CPT: -4.1%; DT40 TDP1 no CPT: 1.5%; TDP1 inh: 5.7%

How did COc1ccc(Cl)cc1C(=O)Nc1sc2c(c1C(=O)OC(C)C)CCCC2 do in these assays?
TDP1 cell CPT: -11.4%; DT40 TDP1 no CPT: -7.9%; TDP1 inh: 4.8%[12.3 µM]

How did N/C(CCS(=O)(=O)c1ccc(Cl)cc1)=N\OC(=O)c1ccc(Cl)cc1 do in these assays?
TDP1 cell CPT: inconclusive; DT40 TDP1 no CPT: 20.6µM*

Results for CCNC(=O)c1ccc(NC(=O)N2CCCCc3ccccc32)cc1 ?
TDP1 cell CPT: -6.6%; DT40 TDP1 no CPT: inconclusive; TDP1 inh: 0.6%

How did Cc1cc(NC(=O)c2ccc(Cl)c(Cl)c2)ccc1-c1cc2ccccc2oc1=O do in these assays?
TDP1 cell CPT: -24.7%; DT40 TDP1 no CPT: -23.7%; TDP1 inh: -2.2%[12.3 µM]

Results for CC1CN(C(=O)/C=C/c2ccc(SC(F)F)cc2)CC(C)O1 (stereo not given) ?
TDP1 cell CPT: inconclusive; DT40 TDP1 no CPT: 13µM*

How did CC(C)OC(=O)c1ccc(NCc2cc(O)ccc2O)cc1Cl do in these assays?
TDP1 cell CPT: 2.91µM*; DT40 TDP1 no CPT: 2.59µM*

How did Cc1ccc(NC(=O)c2ccc(NC(=O)C3CCCC3)cc2)c(C)c1 do in these assays?
TDP1 cell CPT: inconclusive; DT40 TDP1 no CPT: inconclusive

Results for CNC(=O)CSc1nnc(-c2ccc3c(c2)OCO3)n1C ?
TDP1 cell CPT: 4.4%; DT40 TDP1 no CPT: -12.8%; TDP1 inh: -3.6%

Results for CCOc1ccc(C(=O)Oc2cc(C)[nH]c(=O)c2[N+](=O)[O-])cc1 ?
TDP1 cell CPT: -2.3%; DT40 TDP1 no CPT: 6.4%

How did CC1=C(C(=O)Nc2ccccc2)C(c2ccco2)n2ncnc2N1 (stereo not given) do in these assays?
TDP1 cell CPT: -3.4%; DT40 TDP1 no CPT: -4.6%; TDP1 inh: 0.0%

How did NC(=O)C1CCN(C(=O)C(=O)c2cn(CC(=O)N3CCCC3)c3ccccc23)CC1 do in these assays?
TDP1 cell CPT: -0.5%; DT40 TDP1 no CPT: 17.7%; TDP1 inh: 2.7%

What do the screens show for `CCOC(=O)C1(C)CCCN(C(=O)COc2ccccc2)C1` (stereo not given)?
TDP1 cell CPT: 1.1%; DT40 TDP1 no CPT: -19.6%

What do the screens show for `COc1ccc(/C=C/C(=O)c2ccc(O)cc2)cc1`?
TDP1 cell CPT: -3.1%; DT40 TDP1 no CPT: inconclusive; TDP1 inh: 5.1%

How did CC(OC(=O)c1ccc2ncsc2c1)C(=O)Nc1cccc(Cl)c1 (stereo not given) do in these assays?
TDP1 cell CPT: -19.2%; DT40 TDP1 no CPT: inconclusive; TDP1 inh: 0.3%

How did Cc1ccc(NC(=S)NNC(=S)NCc2ccccc2)cc1 do in these assays?
TDP1 cell CPT: -0.2%; DT40 TDP1 no CPT: -15.4%; TDP1 inh: 7.1%

Results for Cc1cccc(N2CCN(S(=O)(=O)c3cn(C)c(C)n3)CC2)c1C ?
TDP1 cell CPT: -20.7%; DT40 TDP1 no CPT: -24.1%; TDP1 inh: 1.8%

What do the screens show for `Cn1c(NC(=O)c2ccc(Cl)s2)cc(=O)n(C)c1=O`?
TDP1 cell CPT: -14.1%; DT40 TDP1 no CPT: -1.7%; TDP1 inh: 0.0%

Results for Cc1ccc(-c2cc(C(=O)Nc3ccc(S(=O)(=O)Nc4nccs4)cc3)c3ccccc3n2)c(C)c1 ?
TDP1 cell CPT: 2.8%; DT40 TDP1 no CPT: inconclusive; TDP1 inh: 11.0%

How did COc1cc(/C=C(\C#N)c2nc3ccccc3[nH]2)ccc1OCc1ccc(F)cc1 do in these assays?
TDP1 cell CPT: -27.5%; DT40 TDP1 no CPT: -27.8%; TDP1 inh: -13.6%

Results for COc1cc(NC(=O)[C@@H]2CCCN2S(=O)(=O)c2cccc3cccnc23)cc(OC)c1OC ?
TDP1 cell CPT: 3.6%; DT40 TDP1 no CPT: -8.0%; TDP1 inh: -1.5%

How did O=C(Nc1ccccc1F)c1ccc(COc2ccc(Cl)cc2Cl)o1 do in these assays?
TDP1 cell CPT: 0.4%; DT40 TDP1 no CPT: -24.8%; TDP1 inh: -2.2%[56.1 µM]

What do the screens show for `Cc1cccc(Cc2cnc(N3C(=N)SC(c4ccccc4)C3=O)s2)c1` (stereo not given)?
TDP1 cell CPT: 29.1µM*; DT40 TDP1 no CPT: 25.9µM*; TDP1 inh: 6.9%

What do the screens show for `N/C(=N\OC(=O)c1ccc(Cl)cc1[N+](=O)[O-])c1ccccn1`?
TDP1 cell CPT: inconclusive; DT40 TDP1 no CPT: inconclusive; TDP1 inh: 2.8%

What do the screens show for `CCCCCOc1ccc(C(=O)NC(CCC)C(=O)O)cc1` (stereo not given)?
TDP1 cell CPT: -1.7%; DT40 TDP1 no CPT: 11.2%; TDP1 inh: 6.0%

How did CCN=c1scc(C)n1/N=C/c1ccc(O)c(O)c1O do in these assays?
TDP1 cell CPT: 14.6µM*; DT40 TDP1 no CPT: 7.31µM*; TDP1 inh: 5.9%

How did O=[N+]([O-])c1ccc(O)c(CN2CCCCCC2)c1 do in these assays?
TDP1 cell CPT: 4.8%; DT40 TDP1 no CPT: 11.5%

How did CCCCN1CC(COC)Oc2cccc(F)c2S1(=O)=O (stereo not given) do in these assays?
TDP1 cell CPT: 1.5%; DT40 TDP1 no CPT: 0.2%

How did COC(=O)C1=C(C(=O)OC)[C@@H]2N(C)c3ccc(OC)cc3[C@@]23C[C@@H](C(=O)OC)N=C3N1 do in these assays?
TDP1 cell CPT: -13.4%; DT40 TDP1 no CPT: 11.3%; TDP1 inh: 8.0%[12.3 µM]

How did Cc1ccc(Nc2nnc(SCc3cc(=O)n4cc(C)ccc4n3)s2)cc1 do in these assays?
TDP1 cell CPT: inconclusive; DT40 TDP1 no CPT: -9.3%; TDP1 inh: 3.2%

How did COc1ccc(NC(=S)N(Cc2ccc(C(=O)O)cc2)Cc2ccc(OC)c(OC)c2)cc1 do in these assays?
TDP1 cell CPT: 11.0%; DT40 TDP1 no CPT: 8.6%; TDP1 inh: 1.1%

What do the screens show for `Cc1ccc(NC(=O)CN(C)S(=O)(=O)c2cccc3nsnc23)cc1`?
TDP1 cell CPT: -2.5%; DT40 TDP1 no CPT: -8.9%; TDP1 inh: 2.8%
